Source: PubChem (The Scripps Research Institute Molecular Screening Center)
CHRM4 agonist = CHRM4 agonism in calcium assay | CHO-K1 hM4/Gqi5, Fluo-8 calcium fluorescence; vehicle 0%, full acetylcholine response 100% | activation, % at 3 µM | 360,000 tested, 0.14% active | AID 624127;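 active = activation above the run mean over all test wells plus 3 SD, cut at about 32% in these data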;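 note: peak over basal fluorescence ratio per well then scaled between controls; 0% = DMSO wells and 100% = acetylcholine at EC100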
Target sequence (P08173 whole entry, looked up): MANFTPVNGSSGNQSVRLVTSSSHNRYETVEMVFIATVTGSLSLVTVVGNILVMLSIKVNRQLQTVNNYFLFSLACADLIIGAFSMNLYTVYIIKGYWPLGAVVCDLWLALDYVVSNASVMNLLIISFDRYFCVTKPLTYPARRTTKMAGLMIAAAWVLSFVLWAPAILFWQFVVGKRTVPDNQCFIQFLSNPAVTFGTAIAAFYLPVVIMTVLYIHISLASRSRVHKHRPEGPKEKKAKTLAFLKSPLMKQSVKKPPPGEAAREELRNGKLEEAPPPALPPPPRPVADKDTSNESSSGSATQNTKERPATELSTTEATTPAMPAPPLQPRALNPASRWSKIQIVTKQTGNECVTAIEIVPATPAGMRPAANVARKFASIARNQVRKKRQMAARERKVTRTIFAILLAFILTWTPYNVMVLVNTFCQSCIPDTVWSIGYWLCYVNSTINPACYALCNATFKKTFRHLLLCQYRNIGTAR
CHRM4 antagonist = CHRM4 antagonism in calcium assay; CHO-hM4 cells, ACh EC80, Fluo-8 calcium fluorescence; inhibition, % at 3 µM; 360,000 tested, 0.73% active; AID 624125;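 active = inhibition above its plate's cutoff, the mean inhibition of sample wells plus 3 SD, cut at about 27% in these data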;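 note: 0% = acetylcholine EC80 with DMSO and 100% = DMSO without agonist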
OXTR potentiator = potentiates the human oxytocin receptor response | P30559 | CHO-OTR cells, Fluo-8 calcium fluorescence, potentiator mode; 0% = oxytocin EC15, 100% = EC100 | activation, % at 3 µM | 320,000 tested, 0.061% active;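 active = activation above that plate's cutoff, the mean activation of tested compounds plus 3 SD, cut at about 6.6% in these data, passing the limit was not always enough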;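 note: 100% uses oxytocin at 75 nM as the full agonist control; some results filed as inactive read as strong as hits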
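assay system = CHO-OTR cells, human receptor | schedule = compound 6 min at room temperature before oxytocin, 100 s read | detection = Fluo-8 intracellular calcium fluorescence, ex 470-495, em 515-575 nm | evaluation = normalized max/min fluorescence ratio, % activation | control set = EC15 oxytocin alone as 0%, 75 nM oxytocin (EC100) as 100%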
CHO-K1 Ca antag = counter-screen for M1 antagonists: effect in parental CHO-K1 cells | ATP-induced calcium, Fluo-8 fluorescence | inhibition, % at 3 µM | 360,000 tested, 0.6% active;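 active = inhibition above a per-plate cutoff, the plate's mean sample inhibition plus 3 SD, cut at about 24% in these data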;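 note: 0% = DMSO plus EC80 ATP and 100% = DMSO alone without ATP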
CHO-K1 Ca ag = M1 agonist counterscreen hit in parental CHO-K1 cells | Fluo-8 calcium fluorescence; scaled to maximal ATP response, vehicle zero | AID 602248 | 360,000 tested, 0.48% active | activation, % at 3 µM; in the data active = activation above about 15%;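 note: untransfected CHO-K1 host cells lacking M1 receptor as counterscreen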
CHRM1 PAM = positive allosteric modulators of human M1 muscarinic receptor | CHO-K1 hM1, Fluo-8 calcium fluorescence, ACh EC20; 0% = ACh EC20, 100% = maximal ACh | activation, % at 3 µM | 360,000 tested, 0.088% active | AID 588819; in the data active = activation above about 19%, passing the limit was not always enough
Target sequence (P11229 whole entry, looked up): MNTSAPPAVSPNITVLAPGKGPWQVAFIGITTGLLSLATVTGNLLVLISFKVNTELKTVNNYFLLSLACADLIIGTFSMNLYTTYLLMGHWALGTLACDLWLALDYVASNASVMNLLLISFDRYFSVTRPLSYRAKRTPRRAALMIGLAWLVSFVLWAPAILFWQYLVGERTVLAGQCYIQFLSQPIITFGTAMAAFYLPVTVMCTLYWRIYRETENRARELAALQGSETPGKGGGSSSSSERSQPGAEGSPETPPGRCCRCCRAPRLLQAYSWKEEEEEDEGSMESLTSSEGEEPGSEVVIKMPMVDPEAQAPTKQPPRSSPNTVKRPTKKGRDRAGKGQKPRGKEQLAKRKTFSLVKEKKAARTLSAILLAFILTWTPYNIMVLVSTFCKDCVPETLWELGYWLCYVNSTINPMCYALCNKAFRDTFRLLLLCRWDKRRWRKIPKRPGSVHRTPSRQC
CHRM1 antagonist = antagonists of human M1 muscarinic receptor; CHO-K1 hM1, Fluo-8 calcium fluorescence, ACh EC80 antagonist; P11229; 360,000 tested, 1.3% active; inhibition, % at 3 µM;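 active = percent inhibition above its own plate's cutoff, namely the mean of that plate's compound wells plus 3 SD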;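 note: peak over basal fluorescence ratio during 140 s after agonist addition; 0% = ACh EC80 plus DMSO and 100% = DMSO alone without agonist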
CHRM1 agonist = agonists of human M1 muscarinic receptor; P11229; CHO-K1 hM1, Fluo-8 calcium fluorescence, agonist mode; 0% DMSO, 100% acetylcholine EC100; activation, % at 3 µM; 360,000 tested, 0.33% active; AID 588814;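 active = activation above the run's mean compound activation plus 3 SD, cut at about 16% in these data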;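 note: peak over basal fluorescence ratio within a 140 s kinetic read after compound addition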
CHO parental Ca = counter-screen for OX1R antagonists: effect in parental CHO cells. parental CHO-K1, ATP-induced calcium, Fluo-8 fluorescence. inhibition, % at 5.6 µM. 330,000 tested, 0.63% active. AID 463079;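 active = inhibition above that plate's mean sample inhibition plus 3 SD, cut at about 26% in these data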;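 note: 0% = ATP-challenged DMSO wells and 100% = DMSO wells without ATP; some compounds past the cut are filed as inactive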
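material = parental CHO cells | also added = ATP as calcium-mobilizing challenge | dosing = single point at 5.6 µM | detection = intracellular calcium via Fluo-8 no-wash fluorescent dye | read-out = % inhibition | benchmarks = low control ATP plus DMSO, high control DMSO only | repeats = one well per compound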
* hit, by the source's call; nt = no result given. Rows are unselected. About 2.9% of those tested had a hit in this group.

SMILES	CHRM4 agonist	CHRM4 antagonist	OXTR potentiator	CHO-K1 Ca antag	CHO-K1 Ca ag	CHRM1 PAM	CHRM1 antagonist	CHRM1 agonist	CHO parental Ca
CC1CCN(C(=O)CNC(=O)c2ccc(Cl)cc2Cl)CC1	1	-1	-7	31*	-0.1	22*	-23	1	-19
CN(CC(=O)Nc1cccc(F)c1)C(=O)c1ccccc1OCC(=O)Nc1cccc(C(F)(F)F)c1	6	-6	-19	17	2.4	-8	20	0	-20
CCc1cc2c(=O)c(-c3ccc(F)cc3)c(C)oc2cc1OCC(=O)O	1	-2	-2	-11	0.2	10	-5	-6	-6
CC1(C)Cc2ccccc2-c2nnc(SCc3ccccc3)n21	9	-7	-9	-5	1.8	-4	3	-3	-17
CC(=O)c1ccc(NC(=O)COC(=O)c2c3c(nc4ccccc24)/C(=C\c2cccs2)CCC3)cc1	5	7	-13	19	1.5	-8	18	-5	8
CCc1nnc(NC(=O)c2nc(S(=O)(=O)Cc3ccccc3)ncc2Cl)s1	0	-5	-6	-14	0.5	12	-9	-2	-5
CCc1ccccc1NC(=S)N1N=CCC1c1ccccc1 (stereo not given)	-1	-13	-25	-8	1.4	13	-9	-12	-15
Cc1ccccc1N1CCN(c2ncnc3c2cnn3Cc2ccc(Cl)cc2)CC1	1	-10	-19	-10	1.0	6	4	0	-20
Cc1c(C=O)c2ccccc2n1CC(=O)N1CCc2ccccc2C1	14	6	-11	-7	4.0	-2	-19	3	-26
O=C(Nc1cccc2c1[nH]c1ccccc12)C(F)(F)F	9	-8	-10	3	6.6	-3	3	0	10
CCCN1CCN(CCCNC(=O)c2ccc(CS(=O)c3ccc(OC)cc3)o2)CC1 (stereo not given)	-1	-5	4	-22	0.3	0	1	-5	2
O=C(NCc1ccco1)c1cc(=O)c2ccccc2o1	2	-7	-11	10	0.6	2	-3	-5	13
O=C(COC(=O)CNC(=O)C1CCCCC1)Nc1ccc(Cl)cc1F	3	-20	-16	-17	1.4	5	-7	-2	6
Nc1ccc(-c2nc3nc(N)nc(N)c3nc2-c2ccc(N)cc2)cc1	1	-1	-2	-12	1.2	8	-8	-5	-2
O=C(NC1(C(=O)O)CCCC1)C(Cl)Cl	0	-4	nt	-16	0.5	3	-5	-1	nt
CN(CC(=O)Nc1ccc(F)cc1)C(=O)c1cn(-c2ccccc2)nc1-c1cccs1	19	-1	-9	-6	5.2	-1	6	-4	-16
O=C(N/N=C/c1ccc([N+](=O)[O-])cc1)C(=O)N1CCCC1	0	-7	-13	18	-0.9	-4	14	-4	7
COc1ccccc1C(=O)N1CCC(C(=O)c2ccc(F)cc2)CC1	3	7	-2	-4	3.3	0	1	-4	2
CCOC(=O)N1CCN(C(=O)CSc2nnc(-c3cc(OC)ccc3OC)o2)CC1	1	3	nt	-2	-0.1	2	-16	-3	nt
Cc1nc(SCC(=O)Nc2c(C)n(C)n(-c3ccccc3)c2=O)n[nH]1	0	-3	-3	-4	0.3	7	0	0	4
COCc1cccc(C2=CC(=O)C[C@H](c3ccc(F)cc3)C2)c1	6	0	-3	-14	1.0	6	-1	-3	-30
Cc1cccc(NC(=O)c2sc(-c3ccccc3)nc2-c2ccc([N+](=O)[O-])cc2)c1	0	1	-1	-6	0.2	4	-5	-8	-6
O=C(Cn1c(=O)sc2ccccc21)Nc1ccc(S(=O)(=O)N2CCCC2)cc1	7	-7	-4	1	1.9	-4	1	-4	-4
Oc1cccc(Nc2nc(NCC3CCCO3)c3ccccc3n2)c1 (stereo not given)	6	-2	-13	-6	2.6	-3	11	-2	-23
C=CCn1cnnc1SCC(=O)N(C)CC1COc2ccccc2O1 (stereo not given)	0	8	-5	-20	0.5	-11	12	-9	-8
Cc1ccc(-c2cc(O)cc3sc(=O)oc23)cc1C	0	-3	-4	-7	0.4	3	-4	-3	6
COc1ccc(NC(=O)[C@@H](NC(N)=O)C(C)C)cc1Cl	1	6	-11	-9	0.4	3	8	-3	-3
C=CC[n+]1c(-c2ccc(Cl)cc2Cl)csc1Nc1ccc(NC(C)=O)cc1	-1	-3	-24	8	-0.7	-3	3	-14	-32
C(=Cc1cnc2ccccc2n1)c1ccc2c(c1)OCO2	1	1	nt	-1	0.7	14	-7	3	nt
CCNS(=O)(=O)c1ccc(CCC(=O)Nc2cc(Cl)ccc2Oc2ccccc2)cc1	24	28*	-12	-8	5.7	-16	27	-5	15
NC(=O)c1ccccc1OCC(=O)NS(=O)(=O)c1ccc(Cl)cc1	0	-9	-9	-14	2.3	8	-11	-4	10
Cc1ccc2[nH]c(=O)c3cc(C(=O)N(CCCOC(C)C)Cc4ccco4)sc3c2c1	6	-10	-8	-4	2.5	-2	2	-4	-4
N#CCCN(C(=O)CSc1ccc2c(c1)OCCO2)c1ccc(F)cc1	3	5	-9	-21	1.4	11	-10	-2	9
C=CCN1[C@H](COCc2ccccc2)C=CS1(=O)=O	-1	-5	nt	5	0.6	3	-3	-7	nt
Cc1cccc(N2C(=O)C(O)=C(C(=O)c3cccs3)C2c2ccccc2)n1 (stereo not given)	-2	0	0	-2	0.0	10	-11	0	-9
Cc1ccc2nc(-c3ccc(NC(=S)NC(=O)C(C)C)cc3)sc2c1	1	-5	3	-11	0.0	2	0	-5	7
COc1ccc(OCC(O)CN2CCN(Cc3ccc4c(c3)OCO4)CC2)cc1 (stereo not given)	1	-5	-3	-3	0.2	1	4	-12	-5
C=CCC1(CC=C)CCCN1C(=O)CC1C(=O)NCCN1Cc1cc(OC)cc(OC)c1 (stereo not given)	3	-3	-5	-20	2.9	6	-15	-1	-14
CCCCn1c(N)c(N(CCC(C)C)C(=O)CSc2nc3ccccc3s2)c(=O)[nH]c1=O	0	6	nt	3	0.1	2	-4	-2	nt
COc1ccc(OC)c(NC(=O)c2cccc(S(=O)(=O)N(Cc3ccccc3)c3ccccc3OC)c2)c1	0	-3	-7	-7	0.2	3	-4	-6	-15
Cc1cc(Cl)ccc1OCC(=O)NN1C(=O)C2C3C=CC(C3)C2C1=O (stereo not given)	0	2	-11	-2	-0.2	-5	8	-5	-24
COc1ccc(NC(=O)C[C@H]2C(=O)N(Cc3ccccc3)C[C@@H]2C)cc1	1	-10	nt	8	0.2	10	-13	-2	nt
COc1ccc(NC(=O)Cn2nnc(-c3ccccc3)c2COc2ccc3ccccc3c2)cn1	5	-1	nt	-6	0.8	2	-5	-2	nt
O=C(CSc1ccccc1)NCc1cccnc1	1	-2	-9	-13	0.5	12	-12	-3	-10
Cc1nn(C)cc1S(=O)(=O)NCc1ccccc1Cl	0	1	-8	19	-0.1	2	1	-2	-6
CCOc1cc(CNn2cnnc2SCC(=O)NC(C)(C)C)ccc1OCC(=O)NC(C)(C)C	1	-7	1	-10	1.3	14	-12	-7	-11
COc1cccc(NC(=O)CSc2nncn2-c2ccccn2)c1	1	6	0	14	-0.1	12	-12	-2	-10
O=C(NC(Cc1c[nH]c2ccccc12)C(=O)O)OCC1c2ccccc2-c2ccccc21 (stereo not given)	-1	-6	nt	-1	0.5	15	-12	-10	nt
Cc1cccc(C(=O)O/N=C(\N)Cc2cccc3ccccc23)c1	2	13	-1	-1	1.3	6	12	1	-17
COc1ccccc1C(=O)Nc1ccc(S(=O)(=O)Nc2nccs2)cc1	3	4	-6	-23	1.6	8	-6	-3	-9
COc1cc2c(cc1OC)C(COc1ccc([N+](=O)[O-])cc1)N(C(C)=O)CC2 (stereo not given)	2	12	-14	1	0.5	0	-7	-5	-5
Cc1nc(C)c2c(=O)cc(-c3ccccc3)[nH]c2n1	2	5	-4	-15	1.1	0	2	-1	-8
CC(=O)Nc1ccc(S(=O)(=O)NCc2ccc3c(c2)cc(C)n3C)cc1	2	7	-4	2	1.9	-8	6	-9	-4
CC12CCC(=O)N1C(C(=O)N1CCN(S(=O)(=O)c3ccc(F)c(F)c3)CC1)CS2 (stereo not given)	1	-7	0	2	0.5	9	-19	-4	-11
CCN(CC)CCCN(C)C(=O)Cn1nc(Cc2ccncc2)c2ccccc2c1=O	2	-8	4	2	0.3	11	-10	-8	-6
O=C(Nc1ccc(N2CCOCC2)cc1)C1CC(=O)N(c2ccc(F)cc2)C1 (stereo not given)	0	-3	-6	-13	1.1	5	-2	-6	-13
O=C(CSc1nc(=O)n(CCCN2CCOCC2)c2c1CCC2)Nc1ccc([N+](=O)[O-])cc1	1	-2	-10	-6	0.1	-15	15	-9	-24
CC1CCCN(S(=O)(=O)c2cccc(C(=O)OCC(=O)N(C)Cc3c(F)cccc3Cl)c2)C1 (stereo not given)	1	-3	-10	-1	0.2	-3	8	-4	-27
COc1ccc([N+](=O)[O-])cc1NC(=O)C(C)OC(=O)c1ccccn1 (stereo not given)	0	-1	-3	2	0.0	14	-12	-5	-9
Cc1nn(CC(=O)NCc2cc3ccccc3[nH]2)c(C)c1[N+](=O)[O-]	1	-5	-7	-10	0.1	-1	-3	-3	-2
New compounds follow.
SMILES	CHRM4 agonist	CHRM4 antagonist	OXTR potentiator	CHO-K1 Ca antag	CHO-K1 Ca ag	CHRM1 PAM	CHRM1 antagonist	CHRM1 agonist	CHO parental Ca
CN(C)S(=O)(=O)N1CCN(CC(=O)Nc2ccc(Br)cc2)CC1	1	-3	-10	-6	1.2	4	-10	-2	7
COc1ccc(S(=O)(=O)Nc2cccc(Cl)c2)cc1OC	2	3	-2	-3	1.2	7	-10	-2	-6
CN(Cc1ccccc1)S(=O)(=O)c1ccc(Cl)c(C(=O)NCCCN2CCCC2=O)c1	4	-20	nt	4	0.6	5	-5	-4	nt
O=C(Nc1ccc(Cc2ccncc2)cc1)c1ccco1	1	-5	-4	-9	0.3	5	-6	-5	-5
CC(=O)N1CCN(CC(=O)NC(=O)Nc2ccc3c(c2)OCCO3)CC1	1	6	-8	6	0.3	0	11	-6	-14
CC(C)N(C(=O)[C@H]1CC(CC(=O)NCc2cccc(C(F)(F)F)c2)C(=O)N2CCc3c([nH]c4ccccc34)[C@]12C)C(C)C (stereo not given in full)	-1	-6	-1	-8	-0.3	6	-15	-4	-24
O=C(O)C1Nc2c(Cl)cc(Cl)cc2C2C=CCC12 (stereo not given)	0	-2	5	-3	-0.1	5	-4	-2	-1
O=C(CSc1nnc(-c2cccnc2)n1-c1ccccc1)Nc1ccccc1	3	1	-6	-10	1.0	2	-1	-4	-17
CCCCn1c(=O)[nH]c(=O)c2c1nc(-c1cc(Br)ccc1OC)n2C	1	-7	2	-8	0.7	-1	-2	-4	-24

Three entries out of the list above, arranged by their value in CHRM4 agonist, falling:
| SMILES | CHRM4 agonist |
| --- | --- |
| CC(=O)N1CCN(CC(=O)NC(=O)Nc2ccc3c(c2)OCCO3)CC1 | 1 |
| O=C(O)C1Nc2c(Cl)cc(Cl)cc2C2C=CCC12 (stereo not given) | 0 |
| CC(C)N(C(=O)[C@H]1CC(CC(=O)NCc2cccc(C(F)(F)F)c2)C(=O)N2CCc3c([nH]c4ccccc34)[C@]12C)C(C)C (stereo not given in full) | -1 |
